NR1D1 modulator: modulates human Rev-erb alpha binding to DNA | Rev-erbα–FITC-DNA binding, fluorescence polarization, 90 min | activity, % at 10 µM | actives 0.79% (n = 370,000);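 active = activity above about 14%, limit read from the data; passing the limit was not always enough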;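 note: 0% = DMSO wells with 35 nM protein and 100% = DMSO wells with 750 nM protein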
Target sequence (P20393 whole entry, looked up): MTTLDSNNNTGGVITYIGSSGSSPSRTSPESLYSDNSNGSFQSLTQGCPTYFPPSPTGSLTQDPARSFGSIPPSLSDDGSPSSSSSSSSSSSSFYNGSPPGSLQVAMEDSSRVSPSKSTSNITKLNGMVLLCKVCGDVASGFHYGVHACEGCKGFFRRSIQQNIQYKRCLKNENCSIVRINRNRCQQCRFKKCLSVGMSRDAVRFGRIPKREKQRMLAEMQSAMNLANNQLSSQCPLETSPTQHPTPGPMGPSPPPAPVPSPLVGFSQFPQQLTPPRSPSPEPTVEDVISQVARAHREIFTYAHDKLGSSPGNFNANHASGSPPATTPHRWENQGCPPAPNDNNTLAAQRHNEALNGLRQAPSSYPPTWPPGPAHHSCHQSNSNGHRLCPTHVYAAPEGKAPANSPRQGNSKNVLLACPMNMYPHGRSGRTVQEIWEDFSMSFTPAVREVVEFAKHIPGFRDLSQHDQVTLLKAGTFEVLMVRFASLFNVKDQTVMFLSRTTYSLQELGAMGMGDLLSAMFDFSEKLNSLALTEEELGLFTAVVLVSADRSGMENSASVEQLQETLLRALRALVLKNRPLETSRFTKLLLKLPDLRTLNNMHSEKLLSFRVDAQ
mABHD4 FP: inhibits mouse alpha/beta hydrolase domain 4 | Q8VD66 | purified mABHD4, FP-Rh probe fluorescence polarization | inhibition, % at 8.92 µM | actives 0.54% (n = 370,000) | AID 720543;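 active = inhibition exceeding the mean over every tested compound plus 3 SD, cut at about 30% in these data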;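 note: 0% = plate median of compound wells and 100% = S159A mutant with DMSO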
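Assay system: Wild-type mouse ABHD4 protein | Medium: HEPES pH 7.0 buffer, 150 mM NaCl, 0.01% Pluronic F-127 | Incubation: Enzyme–compound pre-incubation 45 min, then probe 60 min, both 25 °C | Technique: Fluorescence polarization with parallel and perpendicular emission, 525/598 nm | Evaluation: % inhibition of FP-Rh probe binding versus controls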
HTRA1 inhibitor: HTRA1 (human) protease inhibition. AID 504803. actives 0.5% (n = 340,000). Q92743. inhibition, % at 5.96 µM. recombinant HTRA1, FP-rhodamine activity-based probe, fluorescence polarization; in the data active = inhibition above about 36%;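 note: 0% = enzyme with DMSO and 100% = wells lacking enzyme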
rCAG binder: molecules binding r(CAG) RNA repeats. r(CAG) RNA repeat, TO-PRO-1 dye displacement fluorescence. inhibition, % at 3 µM. actives 1.3% (n = 370,000);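 active = inhibition above the plate cutoff, the mean of all test compounds on that plate plus 3 SD, cut at about 35% in these data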;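 note: 0% = DMSO alone and 100% = 100 µM mitoxantrone as full dye displacement; higher means more dye released from RNA so lower well fluorescence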
TCR-CD3 inh: human TCR-CD3 binding inhibition; TAMRA-labeled TCR probe fluorescence, biochemical; inhibition, % at 9.4 µM; actives 0.37% (n = 360,000); AID 651800; in the data active = inhibition above about 19%;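 note: recombinant mutant TCR 2C K166C tagged with TAMRA read by polarization; 0% = receptor in buffer alone and 100% = receptor with positive control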
MBD2 inh: inhibitors of human MBD2 binding to methylated oligonucleotide. inhibition, % at 4.4 µM. TR-FRET. actives 0.31% (n = 370,000). Q9UBB5; in the data active = inhibition above about 13%
PRMT1 FP inh: inhibitors of human PRMT1; Q99873; recombinant PRMT1, activity-based probe fluorescence polarization; inhibition, % at 2.79 µM; actives 1.3% (n = 370,000);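 active = inhibition above about 21% made by adding two undisclosed values, limit read from the data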
Target sequence (Q99873 whole entry, looked up): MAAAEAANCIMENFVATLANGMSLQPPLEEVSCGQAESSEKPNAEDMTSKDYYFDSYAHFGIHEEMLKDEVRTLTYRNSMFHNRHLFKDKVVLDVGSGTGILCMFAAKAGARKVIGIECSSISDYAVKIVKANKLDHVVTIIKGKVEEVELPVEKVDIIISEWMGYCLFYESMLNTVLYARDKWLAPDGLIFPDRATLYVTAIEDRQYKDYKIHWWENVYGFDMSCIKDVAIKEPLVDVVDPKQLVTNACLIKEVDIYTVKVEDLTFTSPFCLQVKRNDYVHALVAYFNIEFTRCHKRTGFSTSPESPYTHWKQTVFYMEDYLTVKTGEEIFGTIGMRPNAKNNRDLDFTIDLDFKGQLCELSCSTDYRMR
PG9 Ab binder: PG9 antibody binding by small molecule. TR-FRET gp120-PG9 antibody binding. inhibition, % at 6.7 µM. actives 0.43% (n = 360,000). AID 624416; in the data active = inhibition above about 8.5%
LEDGF integ inh: blocks HIV-1 LEDGF/p75-dependent DNA integration. inhibition, % at 3.7 µM. AID 743269. TR-FRET IN-LEDGF/p75 DNA integration, Eu/Cy5. actives 0.64% (n = 370,000);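 active = inhibition above the screen-wide mean plus 3 SD, cut at about 13% in these data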;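 note: signal is the Cy5 over europium emission ratio at 671 and 618 nm; 0% = plate median of compound wells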
UHRF1 MBD2 ctr: human UHRF1 methylated DNA binding inhibitors. Q96T88. UHRF1 binding to methylated oligo, TR-FRET. inhibition, % at 4.4 µM. actives 0.75% (n = 370,000). AID 687016; in the data active = inhibition above about 21%;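 note: UHRF1 SRA domain binding a hemimethylated CpG hairpin DNA probe; 0% = median of test compound wells and 100% = reference inhibitor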
Active calls of the source: *; x = not tested or not shown. An excerpt, so the mix of outcomes need not match the whole.

Every second line gives: NR1D1 modulator	mABHD4 FP	HTRA1 inhibitor	rCAG binder	TCR-CD3 inh	MBD2 inh	PRMT1 FP inh	PG9 Ab binder	LEDGF integ inh	UHRF1 MBD2 ctr
O=C(COC(=O)c1ccc(Br)o1)NCC1CCCCC1
  0	3	-7	-2	0	-7	-6	-3.0	5	0
Cc1ccc2c(c1)sc1nc(=O)n(-c3ccccc3)c(=O)n12
  -1	-1	1	5	3	2	-6	-1.9	1	2
CC1=C(C(=O)OCc2ccccc2)C(c2ccsc2)NC(=O)N1C (stereo unspecified)
  3	-12	-1	-3	4	-9	-3	-2.8	0	1
Cn1cnc(S(=O)(=O)Nc2ccc(C(F)(F)F)cc2)c1
  -4	7	-3	2	2	-3	2	-1.1	-6	5
O=C(Nc1ccc(CN2CCOCC2)cc1)c1ccc(Cl)cc1
  2	-6	-3	-5	7	-4	-4	0.7	0	0
N#Cc1nc(-c2cccc(Cl)c2)oc1N1CCC(C(N)=O)CC1
  -2	0	-7	0	-7	6	3	0.8	26*	1
Cc1occc1C(=O)Nc1cccc(Cn2cccn2)c1
  2	-5	-5	8	2	-6	2	-1.3	-3	-2
Cc1ccc(-c2cc(C(=O)NCc3ccccn3)c3ccccc3n2)cc1C
  5	-23	-29	7	-2	0	8	-0.9	-2	-1
O=C(CN1CCC(C(=O)c2ccc(Cl)cc2)CC1)NC1CCCC1
  -2	-1	3	-5	-6	5	2	-2.3	0	0
COc1ccccc1Cc1c(-c2ccc(OC)c(OC)c2)nc2c(C)cc(Br)cn12
  6	0	x	12	12	-2	-2	-1.8	-3	4
COc1ccccc1C(=O)Nc1ccnn1C1CCN(C/C=C/c2ccccc2)CC1
  -5	1	-6	-9	7	-3	-1	0.4	0	1
O=S(=O)(c1ccc(Br)cc1F)N1CCC(O)CC1
  2	3	-1	1	7	3	-1	0.2	7	1
O=C(OCc1nc2ccsc2c(=O)[nH]1)c1cccc(S(=O)(=O)N2CCOCC2)c1
  -6	-1	1	4	11	-6	-5	-0.6	6	1
COc1ccccc1CNCC(=O)Nc1cc(S(=O)(=O)N2CCCCC2)ccc1C
  -5	7	-2	2	-1	-1	-4	1.3	3	2
COC(=O)c1cc(NC(=O)C(C)c2ccc(CC(C)C)cc2)ccc1O (stereo unspecified)
  3	-32	x	1	8	0	0	-1.4	1	-2
CC(=O)Nc1ccc(NC(=O)C2CCCCN2S(=O)(=O)c2ccc(C(C)(C)C)cc2)cc1 (stereo unspecified)
  -2	-11	-9	-1	8	-4	-1	-0.7	-1	-1
COc1cc(N)c(Cl)cc1C(=O)OCC(=O)N1c2ccccc2NC(=O)C1(C)C
  1	-3	-4	6	2	-4	-4	-0.5	2	2
CSc1cccc(CN(C)C(=O)C2CCC(=O)N(CCCN3CCCC3=O)C2)c1 (stereo unspecified)
  -8	2	1	15	1	4	1	-0.9	-3	0
Cc1cccc(NC(=O)CCNC(=O)c2ccc(Br)cc2)c1
  1	-3	-2	1	1	2	-2	-3.1	0	-1
CCOC(=O)Cc1cc(=O)n2[nH]c(-c3ccc(Cl)cc3)cc2n1
  5	4	-3	15	9	2	0	-0.7	1	-1
c1ccc(Cc2ccc(OCCn3ccnc3)cc2)cc1
  5	-10	2	-9	-11	8	8	-0.7	1	3
O=C(NCCCn1ccnc1)/C(=C\c1cccnc1)NC(=O)c1cccc(Br)c1
  -1	-1	4	-2	-3	4	1	1.3	-2	4
COC(=O)c1ccccc1NC(=O)N1CCc2ccc(NC(=O)c3ccccn3)cc2C1
  1	2	-10	3	-4	-3	1	-1.2	1	1
Cc1ccc(C)c(CSC2=NN3CCCC(=O)N=C3S2)c1
  -3	3	-8	4	3	0	-2	-1.6	1	2
O=C(CN1C(=O)C2CCCCN2C(=O)c2ccccc21)N1CCCC1 (stereo unspecified)
  -5	-3	x	0	x	-1	1	x	-2	0
CCNC(=O)C[C@H]1CC[C@H]2[C@@H](COc3ccc(NC(=O)c4ccc5c(c4)OCO5)cc3C(=O)N2C)O1
  141*	16	x	3	x	10	8	x	4	9
CCC(C)(C)NS(=O)(=O)c1cc(CN2C(=O)c3cccnc3C2=O)ccc1OC
  -1	-5	5	-1	1	1	-5	-1.7	-3	2
CC(=O)c1c(C)n(-c2ccccc2)c2ccc(OCC(O)CN3CCOCC3)cc12 (stereo unspecified)
  1	4	-2	-7	4	0	1	-0.4	-4	83*
CCN(CCO)Cc1csc2c(Br)cccc12
  4	-2	-9	0	-5	5	0	-0.6	-3	5
CCCNC(=O)Cn1cnc2sc(C(=O)NCCN(CC)CC)c(C)c2c1=O
  -7	-5	13	3	6	1	-3	-3.4	-1	-1
NS(=O)(=O)c1ccc(CNC(=O)c2ccccn2)cc1
  6	3	4	3	4	0	-2	-1.7	-3	-3
CN1OC[C@@H]2CN[C@H](c3ccc(-c4cccc(F)c4)cc3)C[C@@H]21
  3	8	3	1	-1	-3	-1	1.3	13	-3
COc1ccc(/C=C/C(=O)c2c(O)c(OC)c3occc3c2OC)cc1
  -9	10	-6	10	2	-1	1	-0.7	-5	2
COc1ccccc1N1CCN(C(=O)C2CCN(S(=O)(=O)c3ccc(C)cc3)CC2)CC1
  5	-3	-6	-9	0	0	-3	-1.8	4	-1
O=C(NC1CCCC1)C(c1ccccc1F)N(C(=O)c1ccco1)C1CCCC1 (stereo unspecified)
  0	-7	-10	-7	5	-2	-2	1.0	1	-3
CN(Cc1ccccn1)C(=O)c1cc(COc2ccc(F)c(F)c2)on1
  -4	-9	-2	-1	-7	-7	1	-2.1	-2	1
CC1(C(=O)Nc2ccc3c(c2)OCCO3)CN(S(C)(=O)=O)CC(=O)N1Cc1cccc(C(F)(F)F)c1 (stereo unspecified)
  0	-5	x	1	1	1	-1	-1.1	0	-2
CCc1ccc(NC(=O)CSc2nc3c(c(=O)n(C)c(=O)n3C)n2C)cc1
  0	3	-2	0	0	-1	0	-1.7	-4	-2
COc1ccccc1CCC(=O)Nc1cc(S(=O)(=O)N2CCCCC2)ccc1N1CCN(C)CC1
  -8	-1	1	-4	-4	0	-1	0.3	-5	3
CC(=O)Nc1cccc(NS(=O)(=O)c2cccc3nsnc23)c1
  -2	9	-4	2	8	-4	2	0.4	0	-2
COc1cccc(CNC(=O)[C@@H]2CCCN2C(=O)[C@@H]2CCCN2C(=O)c2cccc3ccccc23)c1
  -3	0	x	2	3	-4	-3	0.4	-7	-1
Cc1nn(-c2ccccc2)c2sc(C(=O)N(Cc3ccco3)C(C)C(=O)NC(C)(C)C)cc12 (stereo unspecified)
  -1	-10	-3	6	-9	-5	3	-1.0	1	3
Cc1ccc(S(=O)(=O)N2CCCC2)cc1C(=O)NCc1ccccc1CN1CCCC1
  -5	1	-9	2	4	-4	-5	1.1	4	1
O=C(c1cccc(Cl)c1)N1CCC2(CC1)NCCc1[nH]cnc12
  2	-7	9	1	4	5	4	-0.2	-4	-1
CCN(CC)c1ncnc2c1ncn2[C@H]1CN(CCOC)C[C@@H](CO)O1
  8	0	x	2	-3	2	-5	0.0	3	-1

A different layout for 3 compounds above.
Compound,NR1D1 modulator,mABHD4 FP,HTRA1 inhibitor,rCAG binder,TCR-CD3 inh,MBD2 inh,PRMT1 FP inh,PG9 Ab binder,LEDGF integ inh,UHRF1 MBD2 ctr
COc1ccc(/C=C/C(=O)c2c(O)c(OC)c3occc3c2OC)cc1,-9,10,-6,10,2,-1,1,-0.7,-5,2
COc1ccccc1N1CCN(C(=O)C2CCN(S(=O)(=O)c3ccc(C)cc3)CC2)CC1,5,-3,-6,-9,0,0,-3,-1.8,4,-1
O=C(NC1CCCC1)C(c1ccccc1F)N(C(=O)c1ccco1)C1CCCC1 (stereo unspecified),0,-7,-10,-7,5,-2,-2,1.0,1,-3

The list continues:
Every second line gives: NR1D1 modulator	mABHD4 FP	HTRA1 inhibitor	rCAG binder	TCR-CD3 inh	MBD2 inh	PRMT1 FP inh	PG9 Ab binder	LEDGF integ inh	UHRF1 MBD2 ctr
CCn1c(C(=O)N2CCC(C(=O)NCCCSC3CCCCC3)CC2)cc2sccc21
  -1	-1	-11	0	3	1	1	0.0	0	-2
O=C(O)CCc1ccc(-c2ccc(Br)cc2)n1-c1ccc(O)cc1
  -3	1	-8	22	2	2	4	-2.4	4	1
CCCCC(CC)COC(=O)CCCCC(=O)OCC(CC)CCCC (stereo unspecified)
  2	1	3	-1	-5	3	0	-0.5	-3	4
COc1ccc([C@H]2CC(=O)C[C@@H](CCn3cc(Cc4ccccc4)nn3)O2)cc1
  -3	-3	x	2	24*	1	-6	1.4	0	2
Cc1cc(NC(=O)CSc2nc(-c3ccccc3Cl)nc3c2c(=O)n(C)c(=O)n3C)no1
  28*	2	-3	0	-8	7	3	1.3	2	23*
CN1C(=O)C(C)(C)c2cc(S(=O)(=O)N3CCN(c4ccccc4F)CC3)ccc21
  5	3	-9	1	-2	2	3	1.5	-1	2
c1ccc(-c2cncnc2)nc1
  -1	3	-1	3	3	1	0	-0.1	0	-1
COC(=O)c1cc2c(c3c4cc(OC)ccc4n(S(C)(=O)=O)c13)C(=O)N(C)C2
  3	7	x	17	-7	-4	3	0.7	2	-1
Cc1cc(C)cc(NC(=O)CCN2CC(C)OC(C)C2)c1 (stereo unspecified)
  1	6	-2	-2	1	0	-1	-2.6	-2	1
CCOC(=O)C1=CCN(S(=O)(=O)c2ccccc2F)C1c1ccccc1 (stereo unspecified)
  -4	2	x	1	-9	2	-2	-1.5	3	-1
Nc1nonc1-c1nc2ccccc2n1Cc1ccc(F)cc1
  1	-6	-16	8	6	4	-2	-0.7	-1	2
Cc1ccc(C)c(N2C(=O)CS/C2=N\NC(=O)c2ccccc2Cl)c1
  0	-5	-6	-3	2	-6	-4	0.2	-2	-2
O=C(Nc1cc2c3c(c1)CC(=O)N3CCC2)c1ccc(Cl)cc1
  6	-3	-2	4	-6	-1	0	1.2	-2	1
C[C@@H]1CC=C[C@@H]2[C@H]1C(=O)N(Cc1ccccc1)[C@H]2c1ccccc1Br
  8	-2	-37	2	-1	-2	-1	1.2	2	3
CCCCN1C(=O)C(CC(=O)NCc2ccco2)CC(C(=O)N(CC)CC)=C1C (stereo unspecified)
  4	-1	6	-2	-1	3	-4	-2.9	0	-3
Cc1ccc(Cc2cnc(NC(=O)C3CCCO3)s2)cc1 (stereo unspecified)
  1	4	-3	-3	3	3	3	0.6	2	1
CNC(=O)C1CC(=O)N(CCc2ccc(C)cc2)C1 (stereo unspecified)
  -3	-1	6	-1	-11	-3	7	-1.9	-9	0
CCCc1ccc(OCc2ccc(C(=O)NN)o2)c(OC)c1
  7	-12	-43	-1	9	2	1	-0.7	0	-2
Cc1cc(C(=O)Nc2ccc(Cl)cc2)c(C)n1Cc1cccs1
  2	-21	-46	5	4	-6	-5	-0.2	2	-1
CC(C)(C)NC(=O)N1CCC(CO)(Cc2ccccc2Cl)CC1
  -5	3	1	-3	5	3	-1	-0.1	1	-2
Cc1cc(Nc2ccc(Br)cc2)n2nc(C)nc2n1
  -2	-1	5	2	-13	1	3	0.2	-2	6
Cc1ccc(S(=O)(=O)N2CCC(=O)N(C(CO)C(C)C)CC2)cc1 (stereo unspecified)
  0	-2	6	1	103*	0	2	0.1	4	6
CCOc1ccccc1Nc1ncnc2ccc(Br)cc12
  14	-10	-18	1	8	5	1	0.3	0	5

Screening results deposited in PubChem by several laboratories.
